NOD1 NF-kB reporter: inhibition of NOD1-driven NF-kB reporter – cell-based, luminescence, uHTS, primary screen (AID 1578). NOD1-driven NF-kB luciferase reporter cells, luminescence; higher % means a stronger effect. inhibition, % at 4 µM, or EC50 in µM where a hit was titrated. actives 1% (n = 290,000); in the data active means inhibition mostly above about 36%, no sharp cut-off; inactive means mostly below about 34%;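 further: HEK-293T reporter cells stimulated with the NOD1 agonist gamma-tri-DAP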
GPR55 activation: GPR55 agonists via beta-arrestin recruitment, primary screen, imaging, U2OS cells, beta-arrestin-GFP redistribution (AID 1961); one-dose activation, % at 10 µM; EC50 in µM for titrated hits; U2OS GPR55 beta-arrestin-GFP redistribution imaging; higher % means a stronger effect; actives 0.048% (n = 290,000);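 active means activation above 40% with more than 50 cells counted in the well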;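 further: U2OS osteosarcoma cells stably expressing GPR55 and beta-arrestin-GFP; plate controls were DMSO negative control for no effect and LPI positive control for full effect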
KOR beta-arrestin-1: KOR antagonists, beta-arrestin recruitment, cell-based, luminescence, uHTS (AID 1778); KOR beta-arrestin recruitment, luminescence, antagonist mode; higher % means a stronger effect; inhibition, % at 10 µM, or IC50 in µM where a hit was titrated; actives 0.091% (n = 290,000); in the data active means inhibition above about 50%; further: strong numbers were not always called active
MgcRacGAP inhibition: MgcRacGAP GTPase-activating activity inhibitors, confirmation, biochemical, ADP Hunter fluorescence | MgcRacGAP-stimulated Rac1 GTP hydrolysis, ADP Hunter fluorescence; higher % means a stronger effect; GST-tagged Rac1 F28L mutant substrate | actives 0.6% (n = 340,000) | inhibition, % at 30 µM; hits with a dose series show IC50 in µM;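 active means first-screen hits whose inhibition reached a set limit at any dose in the follow-up dose series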;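 further: fluorescence reports GDP produced by GAP-driven GTP hydrolysis; strong numbers were not always called active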
GPR55 LPI antagonism: inhibition of LPI-stimulated GPR55 beta-arrestin translocation – imaging, U2OS, beta-arrestin-GFP, LPI agonist, primary screen (AID 2013); U2OS GPR55 beta-arrestin-GFP translocation imaging, LPI antagonism; higher % means a stronger effect; inhibition, % at 10 µM, or IC50 in µM where a hit was titrated; actives 0.13% (n = 290,000);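 active means spots per cell inhibited over 60%, with over 100 cells counted and total cytoplasm intensity under 500,000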;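 further: U2OS cells stably carrying GPR55 and arrestin-GFP stimulated by 5 µM LPI near EC80; imaged beta-arrestin-GFP aggregate spots per cell after agonist stimulation; plate controls were LPI-stimulated DMSO wells for no effect and DMSO wells without LPI for full effect; some results filed as inactive read as strong as hits; confirmed hits need IC50 under 10 µM and bright autofluorescent wells are also inconclusive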
NTR1 ag: NTR1-driven beta-arrestin-GFP spot formation – imaging, U2OS cells, high content, primary screen (AID 493036). P30989. agonist mode. activation, % at 20 µM. actives 0.17% (n = 330,000);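 active means activation at or above 40% of the spot to cytoplasm intensity ratio, with at least 20 cells analyzed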;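 further: 0% = DMSO without peptide and 100% = 100 nM NTR1 peptide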
Target sequence (P30989 whole entry, looked up): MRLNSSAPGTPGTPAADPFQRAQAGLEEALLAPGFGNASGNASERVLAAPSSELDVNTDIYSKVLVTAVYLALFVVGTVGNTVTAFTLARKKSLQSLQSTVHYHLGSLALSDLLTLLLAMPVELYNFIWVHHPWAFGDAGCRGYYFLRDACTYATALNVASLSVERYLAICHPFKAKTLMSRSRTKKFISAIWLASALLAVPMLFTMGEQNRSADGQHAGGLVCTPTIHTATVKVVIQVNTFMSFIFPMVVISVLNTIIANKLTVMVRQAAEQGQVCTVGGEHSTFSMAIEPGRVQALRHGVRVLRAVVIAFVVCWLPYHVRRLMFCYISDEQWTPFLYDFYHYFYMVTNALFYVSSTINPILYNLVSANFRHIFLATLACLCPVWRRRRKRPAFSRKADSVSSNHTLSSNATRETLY
KOR beta-arrestin-2: kappa opioid receptor activators – cell-based, luminescence, uHTS, primary screen (AID 1777); KOR beta-arrestin recruitment, luminescence; higher % means a stronger effect; one-dose activation, % at 10 µM; EC50 in µM for titrated hits; actives 0.02% (n = 280,000); in the data active means activation above about 50%, passing the limit was not always enough; further: a part of the inactive calls stands beside numbers as strong as those of hits
K1F lysis inhibition: protection from phage-mediated lysis, alamar blue read-out – E. coli UTI89, K1F phage, bacterial capsule biogenesis inhibitors (AID 488966). actives 0.02% (n = 340,000). inhibition, % at 100 µM, or IC50 in µM where a hit was titrated. E. coli UTI89 K1F phage lysis, alamar blue, 2 h; higher % means a stronger effect;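 active means phage lysis inhibition, versus mean bacterial control, above a set limit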;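 further: capsule biogenesis inhibitors block K1F phage lysis so surviving cells raise fluorescence; higher fluorescence means more inhibition of phage lysis; actives were called in the ten point dose series up to 300 µM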
GPR35 arrestin U2OS: inhibition of zaprinast-stimulated GPR35 beta-arrestin translocation – imaging, U2OS, beta-arrestin-GFP, zaprinast agonist, primary screen (AID 2058) | one-dose inhibition, % at 10 µM; IC50 in µM for titrated hits | actives 0.052% (n = 290,000) | U2OS GPR35 beta-arrestin-GFP translocation imaging, zaprinast antagonism; higher % means a stronger effect;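 active means inhibition of at least 50% with at least 30 cells and total cytoplasm GFP at most 10,000,000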
NTR1 ag cell count 20 µM: recorded beside NTR1 ag, whose call it bears; cell count; measured here: cell count, cytotoxicity flag
Starred values were filed as active, the others as inactive; x = no result given; [ ] = another dose, or the depositor's remark. These rows are one share of the data; the hit share may differ from the screen's.

Structure	NOD1 NF-kB reporter	GPR55 activation	KOR beta-arrestin-1	MgcRacGAP inhibition	GPR55 LPI antagonism	NTR1 ag	NTR1 ag cell count 20 µM	KOR beta-arrestin-2	K1F lysis inhibition	GPR35 arrestin U2OS
C=CCn1c(SC)nnc1C1COc2ccccc2O1 (stereo not drawn)	-43%	-0.3%	-6%	-4%	-2%	-1.1	30	-0.3%	-0.3%	3%
CCOC(=O)C1CCN(C(=O)CCc2ccc(S(=O)(=O)NCC(C)C)cc2)CC1	9%	0.6%	-43%[20 µM]	0%	7%	-0.7	69	-6.6%	-0.1%	-13%
COC(=O)C1=C(C(=O)OC)[C@@H]2N(Cc3ccccc3)c3ccccc3[C@@]23C[C@@H](C(=O)OC)N(C(=O)CC(C)C)C3=N1	-3%	-0.1%	-2%	10%	-21%	1.4	62	2.9%	0.7%	0%
O=C(Nc1ccc(Cl)cc1)Nc1nc(-c2ccccc2O)cs1	-5%	-0.1%	7%	14%	2%	30	67	-0.4%	0.2%	0%
CCCNC(=O)c1ccccc1NC(=O)c1ccccc1N(C)S(=O)(=O)c1ccccc1	2%	0.5%	43%	5%	-12%	0.5	74	-0.9%	0.2%[50 µM]	8%
Cc1ccc(N2C(=O)c3ccccc3C2Nc2ccccc2F)nc1 (stereo not drawn)	-19%	0.6%	27%	10%	-7%	3.1	46	-6.4%	1.4%	1%
CN(c1ccc(C(=O)N2CCOCC2)cc1)S(C)(=O)=O	4%	-0.1%	11%	2%	-8%	0.4	51	-1.3%	4.5%	15%
CN(C)C(=O)C#Cc1ccccc1	6%	0.0%	5%	9%	-8%	0.8	49	-3.5%	0.3%	-1%
CCOC(=O)c1cc(C#N)c(SC)nc1-c1ccccc1	6%	-0.1%	-21%	4%	18%	6.3	56	4.5%	0.0%	1%
CN(Cc1nc2ccccc2n1C)c1ccccc1	-28%	-0.1%	-14%[20 µM]	2%	4%	-0.9	52	1.3%	0.1%	3%
CCOC(=O)/C=C1\SCC(=O)N1CC(=O)Nc1ccc(C(C)C)cc1	-27%	-0.1%	-13%	7%	-4%	-0.3	49	-4.1%	3.8%	5%
COc1ccc(CCC(=O)Nc2nnc(C(F)(F)F)s2)cc1	-17%	-0.1%	-3%	5%	-6%	1.1	79	-3.1%	0.2%	3%
CC(=O)c1sc(N/N=C/c2cccc(O)c2)nc1C	-15%	-0.1%	-10%	20%	1%	-3.1	86	-0.4%	0.2%	10%
O=C(CN1CCN(Cc2ccc(Cl)cc2)CC1)N/N=C/c1cccc(F)c1	-11%	0.5%	-19%	x	2%	0.1	45	-0.9%	x	9%
CCCn1c(=O)c2c(c3ccccc31)OCC(=O)N2	-26%	-0.1%	14%	11%	3%	0.4	56	-3.4%	0.5%	1%
c1ccc(-c2cc3c(N4CCN(c5ncccn5)CC4)ncnc3s2)cc1	27%	-0.4%	8%	11%	5%	4.0	112	-2.2%	0.2%	8%
CCCCOc1ccc(NC(=O)Nc2nnc(C)s2)cc1	-1%	-0.1%	11%	11%	-1%	2.8	91	-2.8%	0.2%	0%
Cn1c(CN2CCOCC2)nc2cc(NC(=O)c3ccc(Cl)cc3)ccc21	40%	-0.3%	-20%	3%	-11%	-0.6	95	-2.5%	-0.5%	-3%
Cc1cc2ncn(CCCCOc3ccccc3)c2cc1C	4%	0.6%	17%	5%	5%	5.3	76	-4.3%	1.0%	1%
Cc1cc(C)c(N(C(=O)Cn2nnc3ccccc32)C(C(=O)NC(C)(C)C)c2ccsc2)c(C)c1 (stereo not drawn)	-13%	0.8%	-15%	4%	10%	2.2	46	2.2%	4.0%	2%
CCN(CC)C(=O)C1CCCN(Cc2ccccc2C(F)(F)F)C1 (stereo not drawn)	x	-0.1%	10%	29%	8%	3.5	59	-2.5%	0.7%	17%
CN(Cc1ccccc1)C(=O)CC(=O)N(C)Cc1ccccc1	27%	-0.2%	-7%	10%	4%	-1.1	54	-0.8%	0.0%	13%
Cc1cc2cc(CNC(=O)C3CCCC3)ccc2n1C	0%	-0.1%	10%	7%	-7%	-1.3	86	-3.6%	0.1%	-5%
CCCCN(CCCC)C(=O)C1CC=CCC1C(=O)O (stereo not drawn)	-7%	-0.1%	-53%[20 µM]	1%	12%	1.2	42	x	1.0%	12%
S=C1NCN(Cc2ccccc2)CN1C1CCCCC1	-22%	0.2%	18%	2%	6%	2.1	31	1.4%	-0.1%	3%
CCCCCCc1c(O)nc(SCC(=O)O)[nH]c1=O	13%	-0.1%	-55%	1%	22%	x	x	8.3%	-0.5%	-4%
Cc1ccc(COc2ccsc2C(=O)NN)cc1	2%	-0.3%	15%	5%	-2%	4.3	42	-2.8%	1.0%	-9%
COc1ccc(CCC(C)Nc2ccccc2F)cc1 (stereo not drawn)	-14%	0.4%	-7%	6%	14%	0.3	59	0.3%	-14%	-13%
O=S(=O)(NCC(O)COCc1ccco1)c1cccs1 (stereo not drawn)	5%	0.3%	0%	6%	-10%	2.5	92	12%	1.9%	2%
COc1ccc(CCNS(=O)(=O)c2cccc3nsnc23)cc1OC	-5%	-0.3%	3%	-4%	-4%	0.5	72	0.9%	0.9%	-2%
COc1ccc(/C=C(\NC(=O)c2ccccc2)C(=O)NC2CCS(=O)(=O)C2)cc1 (stereo not drawn)	-7%	-0.2%	13%	8%	4%	0.1	67	-2.3%	-0.1%	1%
CCN1CCN(c2nc(Nc3ccccc3)nc(N)c2[N+](=O)[O-])CC1	-11%	-0.4%	36%	8%	-2%	-0.8	55	-1.5%	2.7%[50 µM]	3%
COc1ccccc1C(=O)OC1CCCN(C)C1 (stereo not drawn)	0%	0.0%	4%	8%	4%	0.0	41	-4.5%	0.4%	7%
CCOc1ccc(S(=O)(=O)Nc2cc(OC)ccc2OC)cc1	-36%	0.2%	-129%	7%	-22%	3.0	41	0.6%	-0.1%	12%
Cc1nc2scc(C)n2c(=O)c1S(=O)(=O)N1CCN(c2ccc(F)cc2)CC1	-2%	-0.4%	-30%	6%	-6%	3.2	55	1.9%	1.9%	-1%
CCOC(=O)c1cnc(-n2nc(C)cc2C)nc1N(CC)CC	-20%	-0.1%	6%	4%	-10%	0.4	85	-1.3%	0.1%	2%
CC1C(O)=C(c2nc3ccccc3[nH]2)C(=N)N1c1ccccc1 (stereo not drawn)	18%	-0.1%	-40%	17%	-17%	-1.4	74	-1.7%	-0.5%	-3%
CCn1c(=S)[nH]c2sc3c(c2c1=O)CCCCC3	-30%	0.2%	-5%	1%	-6%	-0.2	81	-1.9%	0.1%	-16%
Cn1cccc1/C=N/NC(=O)c1ccc(OC(F)(F)C(F)F)cc1	-28%	0.4%	4%	9%	7%	-0.8	52	-0.8%	2.5%[50 µM]	-5%
COC(=O)c1c(Cc2ccccc2Cl)c[nH]c1C	14%	0.2%	27%	12%	9%	-1.9	74	0.1%	0.2%	11%
CCCN1CCc2c(sc3nc(SCC)n(-c4ccc(OC)cc4)c(=O)c23)C1	-8%	-0.1%	19%	12%	4%	2.7	84	-1.1%	0.2%	-14%
S=C(NCCC1=CCCCC1)Nc1ccccc1	-64%	-0.3%	-45%	14%	18%	0.9	41	0.9%	1.6%	20%
O=C(/C=C/c1ccccc1Cl)NC1CCS(=O)(=O)C1 (stereo not drawn)	-23%	-0.1%	0%[20 µM]	1%	11%	-2.0	81	x	-1.7%	17%
O=c1oc2c(-c3ccc([N+](=O)[O-])cc3)cc(O)cc2s1	-7%	-0.1%	19%	6%	-6%	5.2	63	2.1%	-1.2%[50 µM]	-8%
COc1ccccc1CN1CC(C(=O)NCCc2ncccc2C)CCC1=O (stereo not drawn)	-19%	-0.2%	-3%	10%	-1%	-0.6	72	5.7%	0.4%	7%
Cc1ccc(C2CC(c3ccccc3Cl)n3nc(N)nc3N2)cc1 (stereo not drawn)	-17%	-0.2%	8%	0%	5%	-1.0	53	1.1%	6.4%	8%
O=C1c2ccccc2C(Nc2ccccc2)N1c1ccc(Cl)cn1 (stereo not drawn)	10%	-0.2%	24%	9%	13%	x	x	1.7%	3.9%	15%
Cc1ccc(S(=O)(=O)c2ccc(NN)cc2)cc1	-15%	-0.4%	12%	-7%	16%	x	x	-8.2%	0.7%	-2%
CCCNC(=O)c1ccc(COc2ccc(C(C)(C)C)cc2)o1	0%	1.5%	28%	14%	-1%	0.7	73	-5.1%	-0.2%	6%
COc1ccc(OC)c(CC(NC(C)=O)C(=O)NC2CCN(C(=O)c3cccc(C)c3)CC2)c1 (stereo not drawn)	-31%	-0.1%	-64%	3%	1%	-1.0	42	4.2%	0.4%	-2%
CN1CCCNc2nc3ccccc3nc21	-4%	0.3%	-2%	3%	8%	0.0	63	1.9%	0.3%	12%
NS(=O)(=O)c1ccc(CCNC(=O)c2ccc3nc4ccc(Cl)cc4c(=O)n3c2)cc1	-32%	0.0%	-16%	-10%	-3%	0.2	36	-1.7%	-0.9%	11%

Results in NTR1 ag and KOR beta-arrestin-1 (two entries from above):
Structure	NTR1 ag	KOR beta-arrestin-1
COc1ccc(/C=C(\NC(=O)c2ccccc2)C(=O)NC2CCS(=O)(=O)C2)cc1 (stereo not drawn)	0.1	13%
CCN1CCN(c2nc(Nc3ccccc3)nc(N)c2[N+](=O)[O-])CC1	-0.8	36%

Bioassay records (PubChem)
